T cell modulator – modulators of CD8 T cell-vesicle binding, primary screen, mouse 2C CD8+ T cells, flow cytometry | 2C CD8+ T cell-vesicle binding; stronger effect = lower value | calls only at 7 µM | hit rate 0.068% among 330,000 | AID 2052, 2009;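 active = response, share of CD8 T cells binding vesicles, and their 90th percentile fluorescence all below set limits, cut at about 80% in these data, passing the limit was not always enough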
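Also added: QL9-peptide-loaded Drosophila micro-vesicles bearing Ld, ICAM-1 and B7-1; Test system: purified 2C TCR transgenic mouse naive CD8+ T cells; Measured by: cytometric PE anti-B7-1 and Alexa647 anti-CD8 signals after 1% paraformaldehyde fixation; Timing: binding step 1.5 h, 37 °C, antibody labelling 20 min, ice.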
GPR55 antagonists – GPR55 antagonists blocking LPI-driven arrestin recruitment, primary screen, imaging, U2OS, beta-arrestin-GFP, LPI agonist (AID 2013) | U2OS GPR55 beta-arrestin-GFP translocation imaging, LPI antagonism; higher % means a stronger effect | inhibition, % at 10 µM; hits with a dose series show IC50 in µM | hit rate 0.13% among 290,000;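 active = spots per cell inhibited over 60%, with over 100 cells counted and total cytoplasm intensity under 500,000; inconclusive = wells with under 100 cells, flagged as likely toxic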;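 also: U2OS cells stably carrying GPR55 and arrestin-GFP stimulated by 5 µM LPI near EC80; imaged beta-arrestin-GFP aggregate spots per cell after agonist stimulation; plate controls were LPI-stimulated DMSO wells for no effect and DMSO wells without LPI for full effect; some results filed as inactive read as strong as hits; confirmed hits need IC50 under 10 µM and bright autofluorescent wells are also inconclusive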
HEK293 NOD2/NF-kB – NOD2 signaling inhibitors, cell-based, luminescence, uHTS, HEK293 (AID 1566); one-dose inhibition, % at 4 µM; EC50 in µM for titrated hits; hit rate 0.63% among 290,000; HEK293 NOD2/NF-kB luciferase reporter, luminescence; higher % means a stronger effect; also: many of its hits are not listed in these tables
NTR1 ag – agonists of NTR1, primary screen, imaging, U2OS cells, beta-arrestin-GFP, high content (AID 493036); Neurotensin receptor type 1 (Homo sapiens), P30989; NTR1-U2OS beta-arrestin-GFP spot imaging, agonist mode; activation, % at 20 µM; hit rate 0.17% among 330,000;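 active = activation at or above 40% of the spot to cytoplasm intensity ratio, with at least 20 cells analyzed; inconclusive = wells under 20 cells, flagged as cytotoxic or low count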;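 also: 0% = DMSO without peptide and 100% = 100 nM NTR1 peptide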
Target sequence (P30989 whole entry, looked up): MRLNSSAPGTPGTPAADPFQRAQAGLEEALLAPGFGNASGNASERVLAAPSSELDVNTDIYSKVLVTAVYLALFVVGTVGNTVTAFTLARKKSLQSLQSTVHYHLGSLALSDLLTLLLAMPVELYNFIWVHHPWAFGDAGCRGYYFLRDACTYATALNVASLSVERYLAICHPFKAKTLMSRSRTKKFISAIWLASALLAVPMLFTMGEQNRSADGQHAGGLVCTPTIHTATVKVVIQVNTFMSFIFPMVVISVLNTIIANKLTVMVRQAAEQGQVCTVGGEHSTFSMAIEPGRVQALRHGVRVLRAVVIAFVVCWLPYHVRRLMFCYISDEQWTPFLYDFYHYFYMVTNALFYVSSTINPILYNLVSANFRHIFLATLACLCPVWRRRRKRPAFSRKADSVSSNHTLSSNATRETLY
Myeloid diff 2 – induction of myeloid progenitor differentiation, primary screen, cell-based, flow cytometry, MLPCN library | ER-HoxA9 myeloid progenitors, lysozyme-GFP differentiation | calls only at 10 µM | hit rate 1% among 360,000;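 active = normalized GFP-positive differentiation at or above the plate's own cutoff, the solvent-only control mean plus 3 SD; inconclusive = no clear call, values can overlap the other calls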;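 also: cells exposed to compound for four days before flow analysis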
GPR55 beta-arrestin – GPR55 agonists via beta-arrestin recruitment, primary screen, imaging, U2OS cells, beta-arrestin-GFP redistribution (AID 1961) | activation, % at 10 µM, or EC50 in µM where a hit was titrated | G-protein coupled receptor 55 (Homo sapiens) | hit rate 0.048% among 290,000 | U2OS GPR55 beta-arrestin-GFP redistribution imaging; higher % means a stronger effect;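 active = activation above 40% with more than 50 cells counted in the well; inconclusive = wells holding fewer than 50 cells, flagged as toxic or sparse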;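 also: U2OS osteosarcoma cells stably expressing GPR55 and beta-arrestin-GFP; plate controls were DMSO negative control for no effect and LPI positive control for full effect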
KOR beta-arrestin-1 – KOR agonists, beta-arrestin recruitment, primary screen, cell-based, luminescence, uHTS (AID 1777); Kappa-type opioid receptor (Homo sapiens); KOR beta-arrestin recruitment, luminescence; higher % means a stronger effect; activation, % at 10 µM; hits with a dose series show EC50 in µM; hit rate 0.02% among 280,000; in the data active = activation above about 50%, passing the limit was not always enough; also: a part of the inactive calls stands beside numbers as strong as those of hits
NOD1 NF-kB reporter – NOD1 signaling inhibitors, primary screen, cell-based, luminescence, uHTS (AID 1578) | NOD1-driven NF-kB luciferase reporter cells, luminescence; higher % means a stronger effect | one-dose inhibition, % at 4 µM; EC50 in µM for titrated hits | hit rate 1% among 290,000; in the data active = inhibition mostly above about 36%, no sharp cut-off; inactive = mostly below about 34%;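 also: HEK-293T reporter cells stimulated with the NOD1 agonist gamma-tri-DAP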
KOR beta-arrestin-2 – KOR antagonists, beta-arrestin recruitment, cell-based, luminescence, uHTS (AID 1778) | inhibition, % at 10 µM; hits with a dose series show IC50 in µM | KOR beta-arrestin recruitment, luminescence, antagonist mode; higher % means a stronger effect | Kappa-type opioid receptor (Homo sapiens) | hit rate 0.091% among 290,000; also: strong numbers were not always called active
T cell modulator vesicle-bound % – also measured in T cell modulator; calls as there; double positive events, %; measured here: CD8+ vesicle-bound cell fraction;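 binding gate set so that unloaded-vesicle control wells show 10% double positive cells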
NTR1 ag cell count 20 µM – recorded beside NTR1 ag, whose call it bears; cell count; measured here: cell count, cytotoxicity flag
Myeloid diff 2 GFP+ MAC1+ % – second read-out of Myeloid diff 2, no call of its own (marks repeat the call); GFP+ MAC1+ double positive, %; measured here: differentiation confirmed by MAC1 staining
* hit, by the source's call; [ ] = another dose, or the depositor's remark. Rule as the data show it, unless noted: active = inhibition above about 50%; inactive = the rest. An excerpt; count on the stated rates, not on these rows.

`Cc1cc(C)nc(N2CCC(C(=O)NCc3cccc(C(F)(F)F)c3)CC2)n1` gave T cell modulator inactive, GPR55 antagonists 2%, HEK293 NOD2/NF-kB 1%, NTR1 ag -4.5, Myeloid diff 2 inactive, GPR55 beta-arrestin 0.0%, KOR beta-arrestin-1 -0.8%, NOD1 NF-kB reporter -6%, KOR beta-arrestin-2 9%, T cell modulator vesicle-bound % 30, NTR1 ag cell count 20 µM 81 and Myeloid diff 2 GFP+ MAC1+ % 0.1.
`COc1ccccc1C(=O)N1CCN=C1SCc1cccnc1` gave T cell modulator inactive, GPR55 antagonists -11%, HEK293 NOD2/NF-kB 14%, NTR1 ag -2.4, Myeloid diff 2 inactive, GPR55 beta-arrestin 0.1%, KOR beta-arrestin-1 0.2%, NOD1 NF-kB reporter -10%, KOR beta-arrestin-2 28%, T cell modulator vesicle-bound % 48, NTR1 ag cell count 20 µM 55 and Myeloid diff 2 GFP+ MAC1+ % 0.8.
O=C(CNC1CCCCC1)NCC1(c2ccccc2)CCCC1 was read as T cell modulator inactive, GPR55 antagonists 15%, HEK293 NOD2/NF-kB -9%, NTR1 ag 1.4, Myeloid diff 2 inactive, GPR55 beta-arrestin 0.3%, NOD1 NF-kB reporter -34%, KOR beta-arrestin-2 7%[20 µM], T cell modulator vesicle-bound % 34, NTR1 ag cell count 20 µM 30 and Myeloid diff 2 GFP+ MAC1+ % 0.1.
`CCN1CCN(C2=CC3=CC(=C(C#N)C#N)CCC3CC2)CC1` (configuration not stated) gave GPR55 antagonists inconclusive, HEK293 NOD2/NF-kB 9%, Myeloid diff 2 active, GPR55 beta-arrestin -0.4%, KOR beta-arrestin-1 -0.4%, NOD1 NF-kB reporter -23%, KOR beta-arrestin-2 2% and Myeloid diff 2 GFP+ MAC1+ % 29*.
CC(=O)N(Cc1nc2sc(C)c(C)c2c(=O)[nH]1)C1CCCC1 was read as T cell modulator inactive, GPR55 antagonists 19%, HEK293 NOD2/NF-kB 19%, NTR1 ag -1.1, Myeloid diff 2 inactive, GPR55 beta-arrestin -0.1%, NOD1 NF-kB reporter -20%, KOR beta-arrestin-2 -4%[20 µM], T cell modulator vesicle-bound % 44, NTR1 ag cell count 20 µM 55 and Myeloid diff 2 GFP+ MAC1+ % 0.8.
`CCCNC(=O)c1cccc(Cn2cc(Br)c([N+](=O)[O-])n2)c1` gave T cell modulator inactive, GPR55 antagonists -3%, HEK293 NOD2/NF-kB 11%, NTR1 ag 0.4, Myeloid diff 2 inactive, GPR55 beta-arrestin 0.0%, KOR beta-arrestin-1 -0.7%, NOD1 NF-kB reporter -26%, KOR beta-arrestin-2 -13%, T cell modulator vesicle-bound % 42, NTR1 ag cell count 20 µM 62 and Myeloid diff 2 GFP+ MAC1+ % 0.2.
Cc1cccnc1CN1CCN(C(=O)CCc2nnc(CCc3ccccc3)o2)CC1 was read as T cell modulator inactive, GPR55 antagonists 7%, HEK293 NOD2/NF-kB -58%, NTR1 ag 0.5, Myeloid diff 2 inactive, GPR55 beta-arrestin -0.1%, NOD1 NF-kB reporter -55%, KOR beta-arrestin-2 8%[20 µM], T cell modulator vesicle-bound % 34, NTR1 ag cell count 20 µM 48 and Myeloid diff 2 GFP+ MAC1+ % 0.3.
`CSCC[C@H](NC(=O)[C@H]1CC[C@H](CNC(=O)[C@@H](N)Cc2ccccc2)CC1)C(=O)O` gave T cell modulator inactive, GPR55 antagonists -1%, HEK293 NOD2/NF-kB 5%, NTR1 ag -1.1, Myeloid diff 2 inactive, GPR55 beta-arrestin -0.2%, KOR beta-arrestin-1 -7.8%, NOD1 NF-kB reporter -10%, KOR beta-arrestin-2 1%, T cell modulator vesicle-bound % 31, NTR1 ag cell count 20 µM 81 and Myeloid diff 2 GFP+ MAC1+ % 1.0.
Screening CC(NC(=O)c1ccccc1NC(=O)c1ccccc1)C(=O)N1CCOCC1 (configuration not stated) returned T cell modulator inactive, GPR55 antagonists 6%, HEK293 NOD2/NF-kB 8%, NTR1 ag 0.1, Myeloid diff 2 inactive, GPR55 beta-arrestin -0.3%, KOR beta-arrestin-1 7.5%, NOD1 NF-kB reporter -20%, KOR beta-arrestin-2 19%, T cell modulator vesicle-bound % 43, NTR1 ag cell count 20 µM 62 and Myeloid diff 2 GFP+ MAC1+ % 0.4.
Screening O=C(O)CCCCCNC(=O)Cn1nnc2ccccc2c1=O returned T cell modulator inactive, GPR55 antagonists 3%, HEK293 NOD2/NF-kB 15%, NTR1 ag 2.0, Myeloid diff 2 inactive, GPR55 beta-arrestin -0.2%, KOR beta-arrestin-1 1.3%, NOD1 NF-kB reporter -5%, KOR beta-arrestin-2 29%, T cell modulator vesicle-bound % 15, NTR1 ag cell count 20 µM 46 and Myeloid diff 2 GFP+ MAC1+ % 1.0.
CCOC(=O)C(C)Sc1nc2ccccc2c(=O)n1CC (configuration not stated) was read as T cell modulator inactive, GPR55 antagonists 13%, HEK293 NOD2/NF-kB 5%, NTR1 ag -0.2, Myeloid diff 2 inactive, GPR55 beta-arrestin 0.0%, KOR beta-arrestin-1 -3.2%, NOD1 NF-kB reporter -13%, KOR beta-arrestin-2 20%, T cell modulator vesicle-bound % 56, NTR1 ag cell count 20 µM 53 and Myeloid diff 2 GFP+ MAC1+ % 0.4.
`Cc1nc(N2CCOCC2)nc(OC(C)C)c1[N+](=O)[O-]` gave T cell modulator inactive, GPR55 antagonists -1%, HEK293 NOD2/NF-kB 16%, NTR1 ag -1.6, Myeloid diff 2 inactive, GPR55 beta-arrestin -0.3%, KOR beta-arrestin-1 -0.3%, NOD1 NF-kB reporter 3%, KOR beta-arrestin-2 -4%, T cell modulator vesicle-bound % 60, NTR1 ag cell count 20 µM 91 and Myeloid diff 2 GFP+ MAC1+ % 0.2.
Screening O=C1CN(CC(=O)NC(=O)NCc2ccccc2)CCN1 returned T cell modulator inactive, GPR55 antagonists 13%, HEK293 NOD2/NF-kB -2%, NTR1 ag -1.1, Myeloid diff 2 inactive, GPR55 beta-arrestin 0.3%, KOR beta-arrestin-1 1.9%, NOD1 NF-kB reporter -26%, KOR beta-arrestin-2 -2%, T cell modulator vesicle-bound % 54, NTR1 ag cell count 20 µM 56 and Myeloid diff 2 GFP+ MAC1+ % 0.5.
For CCCN1CCC(CCOc2ccccc2)(C(=O)OCC)CC1 the results were T cell modulator inactive, GPR55 antagonists 11%, HEK293 NOD2/NF-kB -39%, NTR1 ag -0.3, Myeloid diff 2 inactive, GPR55 beta-arrestin 0.1%, KOR beta-arrestin-1 0.5%, NOD1 NF-kB reporter -32%, KOR beta-arrestin-2 -20%[20 µM], T cell modulator vesicle-bound % 54, NTR1 ag cell count 20 µM 48 and Myeloid diff 2 GFP+ MAC1+ % 0.2.
For Cc1cc(NC(=O)CSc2ccc(-c3ccc(F)cc3)nn2)no1 the results were T cell modulator inactive, GPR55 antagonists 10%, HEK293 NOD2/NF-kB 25%, NTR1 ag 1.1, Myeloid diff 2 inactive, GPR55 beta-arrestin -0.6%, KOR beta-arrestin-1 -0.6%, NOD1 NF-kB reporter -19%, KOR beta-arrestin-2 12%, T cell modulator vesicle-bound % 18, NTR1 ag cell count 20 µM 39 and Myeloid diff 2 GFP+ MAC1+ % 0.0.
O=C(N/N=C/c1ccccc1O)c1cccc(C(F)(F)F)c1 was read as T cell modulator inactive, GPR55 antagonists 4%, HEK293 NOD2/NF-kB 27%, NTR1 ag 0.0, Myeloid diff 2 inconclusive, GPR55 beta-arrestin 0.6%, KOR beta-arrestin-1 -0.5%, NOD1 NF-kB reporter -10%, KOR beta-arrestin-2 -31%, T cell modulator vesicle-bound % 6 and NTR1 ag cell count 20 µM 52.
`COc1ccc(C)c2sc(N(CCCN(C)C)C(=O)c3ccc(S(=O)(=O)N(C)C)cc3)nc12` gave T cell modulator inactive, GPR55 antagonists -5%, HEK293 NOD2/NF-kB -3%, NTR1 ag -1.9, Myeloid diff 2 inactive, GPR55 beta-arrestin -0.3%, KOR beta-arrestin-1 2.2%, NOD1 NF-kB reporter -19%, KOR beta-arrestin-2 -18%, T cell modulator vesicle-bound % 30, NTR1 ag cell count 20 µM 83 and Myeloid diff 2 GFP+ MAC1+ % 0.2.
`Cc1sc(N/N=C/c2cc([N+](=O)[O-])ccc2O)nc1-c1ccccc1` gave T cell modulator inactive, GPR55 antagonists 2%, HEK293 NOD2/NF-kB 5%, NTR1 ag -0.8, Myeloid diff 2 inactive, GPR55 beta-arrestin -0.1%, KOR beta-arrestin-1 -0.4%, NOD1 NF-kB reporter -35%, KOR beta-arrestin-2 -39%[20 µM], T cell modulator vesicle-bound % 60, NTR1 ag cell count 20 µM 83 and Myeloid diff 2 GFP+ MAC1+ % 0.1.
`Clc1cc(Br)ccc1NCc1cccnc1` gave T cell modulator inactive, GPR55 antagonists 5%, HEK293 NOD2/NF-kB 8%, NTR1 ag 0.8, Myeloid diff 2 inactive, GPR55 beta-arrestin -0.3%, KOR beta-arrestin-1 -3.8%, NOD1 NF-kB reporter 0%, KOR beta-arrestin-2 -11%, T cell modulator vesicle-bound % 59, NTR1 ag cell count 20 µM 72 and Myeloid diff 2 GFP+ MAC1+ % 0.7.
O=C(O)c1ccc(Cl)c(S(=O)(=O)N(Cc2ccccc2)c2ccccc2Cl)c1 was read as T cell modulator inactive, GPR55 antagonists -14%, HEK293 NOD2/NF-kB -3%, NTR1 ag 0.8, Myeloid diff 2 inactive, GPR55 beta-arrestin -0.1%, KOR beta-arrestin-1 2.3%, NOD1 NF-kB reporter 17%, KOR beta-arrestin-2 -12%, T cell modulator vesicle-bound % 61, NTR1 ag cell count 20 µM 42 and Myeloid diff 2 GFP+ MAC1+ % 1.4.

Screens from PubChem BioAssay.
